# Compound activity from PubChem.
# Apaf-1 inh = inhibitors of human Apaf-1 apoptosome, primary screen, biochemical, DEVD-Rh110 fluorescence, uHTS | Apoptotic protease-activating factor 1 (Homo sapiens), O14727 | reconstituted apoptosome caspase-3 activity | inhibition, % at 20 µM | 0.71% of 330,000 active; active = inhibition of at least 40% at 20 µM;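 note: plate controls were DMSO wells for no effect and DEVD-CHO caspase inhibitor wells for full effect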
#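 Assay system – apoptosome proteins · Medium – Hepes buffer, pH 7.5 · Also added – cytochrome c with DEVD-Rh110 · Timing – 30 min compound preincubation, 50 min activation, room temperature · Detection – Rh110 fluorescence, excitation 480 nm, emission 540 nm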
# SENP8 block-1 = human SENP8 protease inhibitors, primary screen, biochemical, fluorescence, Nedd8 protein substrate, uHTS | AID 602440, 2012 | 0.64% of 360,000 active | recombinant SENP8 | inhibition, % at 20 µM | Sentrin-specific protease 8 (Homo sapiens), Q96LD8; in the data active = inhibition mostly above about 40%, no sharp cut-off; inactive = mostly below about 27%
# Target sequence (Q96LD8 whole entry, looked up): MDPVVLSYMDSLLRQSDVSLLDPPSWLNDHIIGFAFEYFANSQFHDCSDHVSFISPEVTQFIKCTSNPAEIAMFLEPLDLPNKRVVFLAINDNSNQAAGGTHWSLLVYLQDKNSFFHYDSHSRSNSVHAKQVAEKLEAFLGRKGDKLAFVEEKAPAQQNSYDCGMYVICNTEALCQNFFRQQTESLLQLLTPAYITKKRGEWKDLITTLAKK
# SENP6 inh = SENP6 protease inhibitors, primary screen, biochemical, luminescence, uHTS; Sentrin-specific protease 6 (Homo sapiens), Q9GZR1; Recombinant SENP6 catalytic domain, aminoluciferin luminescence; inhibition, % at 10 µM; 1.8% of 330,000 active; AID 2599, 2010;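 active = inhibition above about 50% at the single tested dose, limit read from the data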;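 note: plate controls were DMSO wells with enzyme for no effect and DMSO wells lacking enzyme for full effect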
# APOBEC3G inh = APOBEC3G DNA deaminase inhibitors, primary screen, biochemical, fluorescence, single-stranded DNA substrate, uHTS. inhibition, % at 20 µM. recombinant A3G, ssDNA deamination FAM/TAMRA fluorescence. 0.28% of 330,000 active;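 active = inhibition of at least 40% at 20 µM, with no more than 30% in the related APOBEC3A deaminase screen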;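 note: plate controls were DMSO wells with A3G for no effect and wells lacking A3G enzyme for full effect; some compounds called inactive have numbers as strong as hits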
# UBC13 polyUb = UBC13 polyubiquitin chain formation inhibitors, primary screen, biochemical, TR-FRET, uHTS; Ubiquitin-conjugating enzyme E2 N (Homo sapiens), P61088; inhibition, % at 20 µM; 0.47% of 330,000 active; AID 485273, 2010; in the data active = inhibition above about 45%, passing the limit was not always enough
# Target sequence (P61088 whole entry, looked up): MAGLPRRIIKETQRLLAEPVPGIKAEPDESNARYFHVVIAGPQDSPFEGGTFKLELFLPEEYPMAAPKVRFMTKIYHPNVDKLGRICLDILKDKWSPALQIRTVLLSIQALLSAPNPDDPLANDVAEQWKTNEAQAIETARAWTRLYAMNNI
# SENP8 block-2 = SENP8 protease inhibitors, primary screen, biochemical, luminescence; Sentrin-specific protease 8 (Homo sapiens), Q96LD8; purified SENP8, Z-RLRGG-aminoluciferin cleavage; inhibition, % at 10 µM; 1.2% of 330,000 active; AID 2540, 2010; in the data active = inhibition above about 50%
# SENP1 FRET inh = human SENP1 catalytic domain inhibitors, primary screen, biochemical, FRET, uHTS; Sentrin-specific protease 1 (Homo sapiens), Q9P0U3; recombinant SENP1 catalytic domain, CyPet-SUMO1-YPet FRET cleavage; inhibition, % at 10 µM; 0.21% of 360,000 active;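 active = inhibition at least 30% at 10 µM, raw YFP signal under a set limit, fluorescence ratio 0.5 to 1.5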;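 note: 0% = enzyme with DMSO and 100% = no enzyme wells; some results filed as inactive read as strong as hits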
# Target sequence (Q9P0U3 419-644 limits assumed): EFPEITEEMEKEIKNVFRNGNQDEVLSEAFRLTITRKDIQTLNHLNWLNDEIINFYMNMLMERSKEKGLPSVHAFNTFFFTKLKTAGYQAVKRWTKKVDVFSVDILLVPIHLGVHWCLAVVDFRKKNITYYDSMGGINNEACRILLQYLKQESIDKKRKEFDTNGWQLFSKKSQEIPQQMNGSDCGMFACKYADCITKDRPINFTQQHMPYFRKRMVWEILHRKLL
#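 Assay system – human recombinant His6-tagged SENP1 catalytic domain enzyme · Input – SENP1 enzyme, 20 pM final · Buffer or medium – Tris pH 8 buffer plus EDTA, NaCl, BME, BSA, NP40, catalase · Schedule – 50 min reaction at room temperature · Technique – FRET read of cyan and yellow fluorescence · Control set – no-enzyme wells low, DMSO-plus-enzyme wells high control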
# SENP7 block = SENP7 protease inhibitors, primary screen, biochemical, luminescence, uHTS; inhibition, % at 5 µM; AID 434973, 2010; Sentrin-specific protease 7 (Homo sapiens), Q9BQF6; recombinant SENP7, Z-RLRGG-aminoluciferin luminescence, 40 min; 1.5% of 330,000 active;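 active = inhibition above about 50% at the single test dose, limit read from the data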;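 note: plate controls were DMSO with enzyme for no effect and no enzyme buffer wells for full effect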
# Target sequence (Q9BQF6 706-1050 limits assumed): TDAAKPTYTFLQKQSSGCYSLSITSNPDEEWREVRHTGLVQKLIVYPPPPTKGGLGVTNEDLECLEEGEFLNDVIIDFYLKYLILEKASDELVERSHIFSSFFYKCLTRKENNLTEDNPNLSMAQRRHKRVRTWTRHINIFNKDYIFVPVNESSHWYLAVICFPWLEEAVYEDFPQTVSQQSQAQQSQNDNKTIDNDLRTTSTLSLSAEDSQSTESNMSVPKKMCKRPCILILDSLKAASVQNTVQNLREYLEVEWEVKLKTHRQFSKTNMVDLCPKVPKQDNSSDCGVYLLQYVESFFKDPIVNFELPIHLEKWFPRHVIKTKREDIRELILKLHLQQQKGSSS
# An asterisk follows results filed as active; nt = not tested or not shown.
1	Cc1ccc(C(=O)C2CCN(C(=S)NCC3CCCO3)CC2)cc1 (stereo unspecified)
2	O=C(Nc1ccc(Cc2ccc(NC(=O)C3CC3)cc2)cc1)C1CC1
3	Clc1ccc(Oc2ccccc2)c2ncccc12
4	Cc1ccc(CCN2CC(C(=O)NCCc3ccccc3)CC2=O)cc1 (stereo unspecified)
5	COC(=O)CCCc1nc2ccccc2s1
6	O=C(NCc1ccccc1Cl)[C@@H]1CCCN1S(=O)(=O)c1ccc(Cl)cc1
7	COc1ccc(OC)c(-c2cc(C(=O)Nc3c(C)n(C)n(-c4ccccc4)c3=O)no2)c1
8	Cc1cccc(N2O[C@H]3C=CC2CCCC3)n1

Compound	1	2	3	4	5	6	7	8
Apaf-1 inh	-3	-1	3	-3	-7	11	1	11
SENP8 block-1	18	-2	-21	-6	11	26	-52	6
SENP6 inh	-30	-1	-17	15	2	1	14	nt
APOBEC3G inh	-4	-1	-8	-3	-6	3	-3	1
UBC13 polyUb	4	-2	3	-2	4	12	-1	nt
SENP8 block-2	5	5	-4	-4	0	1	1	nt
SENP1 FRET inh	1	3	1	3	1	1	6	-1
SENP7 block	7	-3	0	2	1	9	6	3

# Some of these compounds in order of their number in SENP1 FRET inh, ascending:
item | SMILES | SENP1 FRET inh
8 | Cc1cccc(N2O[C@H]3C=CC2CCCC3)n1 | -1
1 | Cc1ccc(C(=O)C2CCN(C(=S)NCC3CCCO3)CC2)cc1 (stereo unspecified) | 1
2 | O=C(Nc1ccc(Cc2ccc(NC(=O)C3CC3)cc2)cc1)C1CC1 | 3

# Full records as entered above:
# O=C(Nc1ccc(Cc2ccc(NC(=O)C3CC3)cc2)cc1)C1CC1 as listed: Apaf-1 inh = -1; SENP8 block-1 = -2; SENP6 inh = -1; APOBEC3G inh = -1; UBC13 polyUb = -2; SENP8 block-2 = 5; SENP1 FRET inh = 3; SENP7 block = -3
# Cc1ccc(CCN2CC(C(=O)NCCc3ccccc3)CC2=O)cc1 (stereo unspecified) as listed: Apaf-1 inh = -3; SENP8 block-1 = -6; SENP6 inh = 15; APOBEC3G inh = -3; UBC13 polyUb = -2; SENP8 block-2 = -4; SENP1 FRET inh = 3; SENP7 block = 2

# Later entries
9	NC(=O)C1CC(=O)N(c2ccc(OCc3ccc(Cl)cc3Cl)cc2)C1 (stereo unspecified)
10	CCCn1c(C)cc(C(=O)COc2ncnc3sccc23)c1C
11	Cc1cccnc1NC(=O)CNC(=O)c1sc2ccccc2c1Cl
12	Fc1ccc(-n2c(-c3ccc4ccccc4n3)n[nH]c2=S)cc1
13	CCn1c(SCC(=O)NC2CCCCC2)nnc1-c1ccco1
14	CC1(C)O[C@@H]2C[C@H]3[C@@H]4C[C@H](F)C5=CC(=O)C=C[C@]5(C)[C@H]4[C@@H](O)C[C@]3(C)[C@]2(C(=O)CO)O1
15	Cc1c(C(=O)N(Cc2ccncc2)CC2CCCO2)oc2c(F)cccc12 (stereo unspecified)
16	O=C(Cn1nnc(-c2cccs2)n1)Nc1ccccc1C(F)(F)F

Compound	9	10	11	12	13	14	15	16
Apaf-1 inh	7	-2	4	-10	-4	-6	-4	-13
SENP8 block-1	19	-12	5	-137	2	10	1	12
SENP6 inh	-3	-13	-17	-6	-2	-10	-6	8
APOBEC3G inh	-3	-5	1	-2	-7	-5	-8	-6
UBC13 polyUb	0	6	6	3	-5	5	-7	4
SENP8 block-2	2	-7	-7	-1	1	2	-8	0
SENP1 FRET inh	1	-27	-1	2	1	0	4	1
SENP7 block	1	0	6	0	1	11	-12	5

17	CCCCc1cc2c(cc1NC(=O)CN1CCCCC1)OCCO2
18	Cc1[nH]c2ccc(C(=O)NC3CCC(C)CC3)cc2c1C (stereo unspecified)
19	CC1Cc2cc(S(=O)(=O)N3CCCCC3C)ccc2N1C(=O)C1CCC1 (stereo unspecified)
20	CC(CC(=O)O)CC(=O)Nc1nncs1 (stereo unspecified)
21	CCCCSCCCNC(=O)CCCN1C(=O)c2ccccc2Sc2ncccc21
22	Cc1cc2nc(SCCOC(=O)Nc3ccccc3)nc(C)c2cc1C
23	CCOc1cc(N2CCOCC2)c(OCC)cc1NC(=O)COC(=O)CCOc1ccc(C)cc1
24	CC(NC(=O)c1ccc(NC(=O)CC2SC(N3CCCC3)=NC2=O)cc1)c1ccc(S(N)(=O)=O)cc1 (stereo unspecified)

Compound	17	18	19	20	21	22	23	24
Apaf-1 inh	-9	21	14	-14	5	22	5	-5
SENP8 block-1	11	-51	22	14	10	-29	19	-2
SENP6 inh	-7	-6	-11	-5	5	-3	4	-8
APOBEC3G inh	-7	-2	-5	-1	-9	0	0	-7
UBC13 polyUb	5	2	4	-6	7	6	-12	-7
SENP8 block-2	1	-5	4	3	-3	-2	12	-10
SENP1 FRET inh	0	-1	0	3	0	3	1	0
SENP7 block	3	-11	-1	11	7	-4	7	13

25	O=C(CSc1ccc(-c2ccccn2)nn1)N1CCCC1
26	CC(OC(=O)CCC(=O)c1cccs1)C(=O)Nc1ccccc1[N+](=O)[O-] (stereo unspecified)
27	CCCCc1nc2cc(C(=O)N3CCC(OC)CC3)ccc2o1
28	COc1cccc(/C=C/C(=O)NCCc2ccc3c(c2)OCCO3)c1
29	CCN(CCC#N)c1ccc(/C=N/Nc2nc(C)cc(=O)[nH]2)c(C)c1
30	O=C(Cn1nc(-c2ccccc2)c2ccccc2c1=O)NCC1CCCO1 (stereo unspecified)
31	COc1ccccc1CCNS(=O)(=O)c1cn(C)c(=O)n(C)c1=O
32	CC(=O)Nc1c(C(=O)O)oc2ccccc12

Compound	25	26	27	28	29	30	31	32
Apaf-1 inh	1	4	3	4	0	-5	4	0
SENP8 block-1	7	4	12	18	-381	12	21	13
SENP6 inh	-11	-28	7	0	-4	-11	-18	12
APOBEC3G inh	-7	-5	-5	-7	0	0	-2	-3
UBC13 polyUb	-18	5	-2	18	0	0	-13	9
SENP8 block-2	3	13	3	-1	3	-3	-7	-2
SENP1 FRET inh	2	6	2	1	-31	1	-2	3
SENP7 block	1	-1	-6	6	6	-1	-1	-1

# A few values from the list:
# entry 16 in SENP8 block-1 is listed with 12
# entry 19 in SENP8 block-1 is listed with 22
# entry 5 in SENP8 block-1 is listed with 11
# entry 26 in SENP8 block-2 is listed with 13

# Additional records follow.
33	c1ccc(CNC2=NCCCCC2)cc1
34	Cc1ccc2c(C)c(C(=O)Nc3c(C)n(C)n(-c4ccccc4)c3=O)oc2c1C
35	COc1ccc(Br)cc1/C=c1\sc2nc(-c3ccco3)nn2c1=O
36	S=C(Nc1ccc(Cl)cc1)N1CCN(C2CCCCC2)CC1
37	C#CCn1cc(/C=N/NC(=O)COc2cccc3cccnc23)c2ccccc21
38	Cc1ccc(C(=O)N2CCC3(CC2)Oc2ccc(F)cc2C(=O)C32CC(c3ccc(Cl)cc3)=NO2)s1 (stereo unspecified)
39	O=C(N/N=C/c1c[nH]c2ccccc12)c1ccccc1O
40	COc1cc(/C=C/C(=O)OCC(=O)NC2CC2)cc(OC)c1OC

Compound	33	34	35	36	37	38	39	40
Apaf-1 inh	-3	17	26	1	8	24	0	1
SENP8 block-1	3	3	-6	18	-17	-12	-187	-396
SENP6 inh	-14	-21	-30	7	8	-43	18	9
APOBEC3G inh	4	-5	87	-3	12	-12	-6	-3
UBC13 polyUb	3	-9	24	-1	-10	-20	3	6
SENP8 block-2	-1	-9	-9	4	-4	-30	1	2
SENP1 FRET inh	1	-3	-3	3	-12	1	-2	1
SENP7 block	8	-4	-16	-3	-6	-18	19	5

41	Nc1nc2ccccc2n1CCOc1ccc(Br)cc1
42	CC(=O)NC(=S)Nc1ccc2oc(=O)ccc2c1
43	COc1cc2c(cc1OC)C(c1ccccc1)NC(C)(C)C2 (stereo unspecified)
44	O=C1CSC(=Nc2ccccc2)N1Cc1ccccc1
45	COc1ccccc1NC(=O)CSc1nnc(C2CCCCC2)o1
46	CCN1CCN(C(=S)Nc2sc(C)c(-c3ccccc3)c2C(=O)OC)CC1
47	CCOC(=O)N1CCN(S(=O)(=O)c2ccc(C(=O)N(CCN(C)C)c3nc4ccc(Cl)cc4s3)cc2)CC1
48	O=C(NCC1CCCN1S(=O)(=O)c1cccs1)C(=O)Nc1ccccc1 (stereo unspecified)

Compound	41	42	43	44	45	46	47	48
Apaf-1 inh	11	-15	4	11	8	22	17	4
SENP8 block-1	9	0	22	8	16	7	11	6
SENP6 inh	-14	-28	13	40	-10	7	-4	-2
APOBEC3G inh	-9	-11	0	5	-3	-6	0	0
UBC13 polyUb	18	3	12	-5	5	10	8	6
SENP8 block-2	-10	-6	2	2	1	-10	-8	-14
SENP1 FRET inh	-2	0	0	-1	-1	0	1	-12
SENP7 block	11	-3	-1	-5	-4	12	3	-6

49	Cc1ccc(S(=O)(=O)N(C)CC(=O)NCCCn2ccnc2)cc1
50	CN(C(=O)c1ccccc1C(=O)OCC(=O)NCc1ccccc1)C1CCCCC1
51	COc1ccc(-c2ccc(OC)c([C@H]3[C@H]4C=CC[C@@H](C)[C@@H]4C(=O)N3Cc3ccccc3)c2)cc1OC
52	O=C(CN1CCCCCC1)N/N=C/c1cccs1
53	O=c1[nH][nH]c(=O)c2c(NS(=O)(=O)c3ccccc3)cccc12
54	COc1ccccc1OCCC(=O)OCC(=O)Nc1ncc(Cl)cc1Cl
55	CC(C)NC(=O)NC(=O)COC(=O)c1ncc(Cl)c(Cl)c1Cl
56	CCCCC(=O)Nc1c(C)cc(C)cc1Cl

Compound	49	50	51	52	53	54	55	56
Apaf-1 inh	-4	5	23	-19	16	14	-3	5
SENP8 block-1	8	16	-22	7	-213	-93	4	26
SENP6 inh	22	-6	-14	0	22	-15	6	-13
APOBEC3G inh	-6	-6	-5	-9	-3	-5	-3	-1
UBC13 polyUb	4	6	-8	4	5	0	6	-15
SENP8 block-2	3	2	-11	3	0	-14	1	-12
SENP1 FRET inh	1	0	1	1	-5	-3	3	0
SENP7 block	-1	16	9	-4	-3	-11	3	3

57	COc1ccc(-c2cc(=O)c3ccccc3n2C)cc1
58	Cc1ccc(CNC(=O)c2ccc(N(C)S(=O)(=O)c3ccccc3)cc2)cc1
59	Cc1cc(OCC(=O)OCC(=O)N2c3ccccc3NC(=O)C2(C)C)ccc1Cl
60	CCC(c1nnnn1Cc1cccs1)N1CCN(C2CCCC2)CC1 (stereo unspecified)
61	COC(=O)C(NNc1ccccc1)(NC(=O)c1ccccc1F)C(F)(F)F (stereo unspecified)

Compound	57	58	59	60	61
Apaf-1 inh	-8	12	16	-3	11
SENP8 block-1	-3	17	6	26	-6
SENP6 inh	-4	-4	-9	-9	-5
APOBEC3G inh	0	-2	7	2	-2
UBC13 polyUb	6	10	-25	0	4
SENP8 block-2	-4	3	-3	-2	-4
SENP1 FRET inh	2	0	4	0	3
SENP7 block	-5	2	-6	-8	-3
